# Screens (PubChem)
# CIT2 TOR yeast = alters CIT2-GFP fluorescence in TOR pathway yeast screen. S. cerevisiae CIT2-GFP strain, flow cytometry, 3 h; 100 means same as DMSO wells. GFP response vs DMSO, % at 10 µM. 0.065% of 320,000 active. AID 2029;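 active = GFP response relative to DMSO above a set limit, near the screen mean plus 3 SD, cut at about 150% in these data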;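 note: ratio of well median GFP fluorescence to mean of DMSO wells on the plate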
# BCLXL inh = Bcl-xL (human) inhibition; Q07817; GST-Bcl-xL / FITC-Bim BH3 peptide fluorescence polarization; inhibition, % at 10.9 µM; 0.7% of 320,000 active;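 active = inhibition above the mean of all tested compounds plus 3 SD, cutoff set per campaign, cut at about 30% in these data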;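 note: 0% = DMSO wells and 100% = unlabeled Bim-BH3 peptide competitor; inhibitors lower millipolarization by displacing the labeled peptide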
# Target sequence (Q07817 whole entry, looked up): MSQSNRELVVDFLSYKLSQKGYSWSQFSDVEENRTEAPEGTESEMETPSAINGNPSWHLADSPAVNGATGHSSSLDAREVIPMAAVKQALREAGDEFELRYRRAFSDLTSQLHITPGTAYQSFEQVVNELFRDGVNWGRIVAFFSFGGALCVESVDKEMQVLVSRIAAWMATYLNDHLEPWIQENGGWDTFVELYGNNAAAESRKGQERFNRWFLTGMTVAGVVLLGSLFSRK
# MEX-5 binding = C. elegans MEX-5 TCR-2 RNA binding activity; Q9XUB2; MEX-5/FITC-TCR2 RNA binding, fluorescence polarization; hits give low values; activity score (negative = inhibition of binding), % at 10 µM; 0.38% of 300,000 active; AID 1832;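 active = inhibition past about -25% in most replicates, and total fluorescence under double the plate's negative control median, limit read from the data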;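 note: 0% = DMSO and -100% = 5 µM competing unlabeled TCR2 RNA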
# Target sequence (Q9XUB2 whole entry, looked up): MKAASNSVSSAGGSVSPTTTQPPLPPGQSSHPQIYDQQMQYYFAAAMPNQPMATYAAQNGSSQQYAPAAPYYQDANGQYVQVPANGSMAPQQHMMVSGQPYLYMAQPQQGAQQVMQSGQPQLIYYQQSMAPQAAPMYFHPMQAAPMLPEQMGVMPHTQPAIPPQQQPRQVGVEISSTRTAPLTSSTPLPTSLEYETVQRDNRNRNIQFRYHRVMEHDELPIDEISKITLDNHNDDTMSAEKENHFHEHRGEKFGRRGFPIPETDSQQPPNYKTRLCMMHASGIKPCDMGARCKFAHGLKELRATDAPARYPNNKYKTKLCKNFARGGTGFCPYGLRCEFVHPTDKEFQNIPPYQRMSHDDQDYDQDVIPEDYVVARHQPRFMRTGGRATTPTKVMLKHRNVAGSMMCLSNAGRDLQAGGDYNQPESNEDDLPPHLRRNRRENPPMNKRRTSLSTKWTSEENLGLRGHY
# GLD-1 TGE inh = GLD-1-TGE RNA interaction inhibition (C. elegans) | 0.44% of 320,000 active | inhibition, % at 5.96 µM | purified GLD-1 + fluorescein TGE RNA, fluorescence polarization | Q17339;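 active = percent inhibition above a per-plate cutoff, the plate mean of test compounds plus 3 SD, cut at about 30% in these data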;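 note: 0% = DMSO wells with GLD-1 and probe and 100% = wells lacking GLD-1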
# AGP1 TOR yeast = modulators of TOR pathway AGP1-GFP in S. cerevisiae. 0.02% of 320,000 active. GFP response vs DMSO, % at 10 µM. AID 2066. S. cerevisiae AGP1-GFP multiplex flow cytometry, 3 h; GFP as percent of DMSO wells;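 active = GFP response relative to DMSO above a set limit, near screen average plus 3 SD, cut at about 150% in these data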;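 note: median GFP channel fluorescence of the gated AGP1 strain per well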
# GRK2 aptamer HTS = blocks RNA aptamer binding to human GRK2; bead flow cytometry, FAM-aptamer displacement from GRK2; P25098; inhibition of aptamer binding, % at 10 µM; 0.59% of 330,000 active;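 active = inhibition of aptamer binding above 40%, roughly 3 SD of noise, on plates passing a quality check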;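 note: median bead fluorescence of bound FAM aptamer so fluorescent compounds give negative values; no value below 0 was filed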
# Fam108B inh = counter-screen for RBBP9 inhibitors: inhibitors of mouse Fam108B; recombinant Fam108B, FP-Rh probe fluorescence polarization; inhibition, % at 9.51 µM; AID 1947; 0.33% of 300,000 active;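 active = inhibition above the screen mean inhibition plus 3 SD, computed separately per campaign, cut at about 18% in these data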;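 note: inhibitors lower polarization as less probe binds the enzyme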
# MCL1 BIM primary = disrupts human MCL1 binding to BIM-BH3 peptide; Q07820; GST-MCL1 / FITC-Bim-BH3 fluorescence polarization; inhibition, % at 10.9 µM; 0.68% of 320,000 active; AID 2057;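 active = inhibition above the mean inhibition of all tested compounds plus 3 SD, set per campaign, cut at about 40% in these data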;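 note: 0% = DMSO wells and 100% = unlabeled Bim-BH3 peptide control; higher means more loss of mP so more displacement of Bim peptide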
# Target sequence (Q07820 whole entry, looked up): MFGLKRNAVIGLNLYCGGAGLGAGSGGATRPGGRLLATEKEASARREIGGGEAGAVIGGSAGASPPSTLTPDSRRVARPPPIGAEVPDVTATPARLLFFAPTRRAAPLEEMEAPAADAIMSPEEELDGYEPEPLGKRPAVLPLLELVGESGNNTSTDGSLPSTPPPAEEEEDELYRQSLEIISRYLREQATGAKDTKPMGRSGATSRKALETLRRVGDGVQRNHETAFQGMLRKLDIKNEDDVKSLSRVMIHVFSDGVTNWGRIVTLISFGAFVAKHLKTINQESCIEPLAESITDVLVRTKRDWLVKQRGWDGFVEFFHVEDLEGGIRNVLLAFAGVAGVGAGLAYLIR
# VLA-4 inh = inhibition in a human VLA-4 binding assay; P13612; VLA-4 expressing cells, ligand binding flow cytometry; inhibition, % (about 7 µM as worked out from the volumes in the protocol); 0.2% of 330,000 active; AID 2557; in the data active = inhibition above about 50%
# * hit, by the source's call; . = not tested or not shown; & = joins results of further samples.
entry	SMILES	CIT2 TOR yeast	BCLXL inh	MEX-5 binding	GLD-1 TGE inh	AGP1 TOR yeast	GRK2 aptamer HTS	Fam108B inh	MCL1 BIM primary	VLA-4 inh
1	C[C@H](CO)N1C[C@H](C)[C@@H](CN(C)C)Oc2c(NS(=O)(=O)c3cccs3)cccc2C1=O	89	.	.	4	87	2	.	.	32
2	COc1ccc(C(CNC(=O)c2cc(F)c(F)c(F)c2F)N2CCOCC2)cc1 (centres undefined)	85	-5	-2.6	-4	100	2	-7	-14	-4
3	Nc1c(N2CCN(c3ccccc3)CC2)c2ccccc2oc1=O	91	0	-0.6	2	92	0	2	3	-1
4	Cc1cc(C)n(-c2nc(NCc3cccnc3)c3c4c(sc3n2)COC(C)(C)C4)n1	109	2	5.8	-1	106	2	1	11	-2
5	CCOc1ccc(S(=O)(=O)Nc2cc(SCC(=O)O)c(O)c3ccccc23)cc1	108	.	-51*	.	104	2	.	.	-2
6	O=C(NCCCl)NNc1c(Cl)cc(Cl)cc1Cl	97	3	0.7	-7	99	0	2	2	37
7	CCC1CCc2c(sc(NC(=O)c3ccoc3C)c2C(N)=O)C1 (centres undefined)	93	2	0.3	1	100	14	0	5	10
8	COc1ccc(NC(=O)CSc2nc(NS(=O)(=O)c3ccccc3)cc(=O)[nH]2)cc1	107	12	-3.1	1	101	1	-3	-3	20
9	Cc1ccc(Cl)cc1NC(=O)NCc1ccccn1	98	4	0.9	3	98	0	0	6	4
10	C=CCSc1nc(N)c(C(=O)Nc2ccccc2OC)cc1C(=O)Nc1ccccc1	99	4	2.8	-3	105	0	1	0	1
11	CC(C#N)Sc1ccc(S(=O)(=O)N2CCCC2)cn1 (centres undefined)	92	3	.	0	94	1	.	7	7
12	COC(=O)c1cc(Br)c(=O)n(Cc2ccco2)c1	96	10	-1.3	7	97	1	-2	12	13
13	Cn1cc(CN(CCO)Cc2cccs2)c(-c2cccc(Cl)c2)n1	107	4	1.6	2	100	0	3	5	2
14	CCOc1cc(/C=N/n2c(C)nc3sc(C)c(C)c3c2=O)ccc1O	114	9	1.8	2	94	2	5	9	0
15	CN(C)CCN(Cc1cccs1)c1ccccn1	78	7	1.7	3	78	1	-4	-9	41
16	Cc1ccc(NC(=O)c2nnn(CC(=O)Nc3ccc4c(c3)OCO4)c2N)cc1C	103	4	-0.9	6	100	0	-12	4	1
17	CCC(C)(C)NC(=O)C(c1ccccc1F)N(Cc1ccco1)C(=O)Cn1nnc2ccccc21 (centres undefined)	107	4	-0.4	1	104	2	4	1	-6
18	Nc1ccc(S(=O)(=O)Nc2cnc3ccccc3n2)cc1	97&99	-3&10	-2.8	6&-3	99&104	2&2	-4&5	6&6	13&5
19	O=C(/C=C/c1ccc([N+](=O)[O-])cc1)/C=C/c1ccco1	99	-8	-0.1	-1	101	6	6	8	1
20	Cc1ccc(C(=O)OCN2C(=O)c3ccccc3C2=O)cc1S(=O)(=O)N1CCOCC1	85	3	-2.9	1	108	0	2	3	-3
21	CCc1ccc(OCCCC(=O)NCc2ccco2)cc1	102	4	1.6	4	106	2	2	7	-1
22	CCOc1ccc(CCNC(=O)COC(=O)/C=C/c2ccco2)cc1OCC	93	4	-1.0	-7	96	3	-2	4	0
23	O=C(Oc1ccc(Br)cc1)c1n[nH]c(=O)c2ccccc12	96	5	0.1	-3	102	2	-13	1	16
24	COCc1cc(C)nc(SCC[N+](C)(C)CC(=O)Nc2cccc(C(F)(F)F)c2)c1C#N	103	7	-0.2	4	101	0	3	2	0
25	CNC(=O)c1ccsc1NC(=O)C1CCCN1S(=O)(=O)c1cccs1 (centres undefined)	89	7	-1.1	8	111	0	1	2	2
26	O=C(NC1(O)C(=O)c2ccccc2C1=O)c1c(Cl)cccc1Cl	89	1	-0.2	-3	99	.	5	8	-3
27	Cc1ccc(S(=O)(=O)c2nnn3c2nc(Nc2cccc(C)c2)c2ccccc23)cc1	100	7	3.8	3	92	6	0	8	-8
28	Cc1ccc(S(=O)(=O)NCc2ccncc2)cc1C(=O)NCC(C)C	.	2	1.2	5	95	2	0	6	0
29	CCn1c(=O)c(C(C)=O)c(O)c2ccccc21	58	1	0.1	-2	79	0	6	1	-1
30	CCC(C)[C@H](NC(=O)N1CC(=O)Nc2ccccc21)C(=O)N[C@H](C(=O)O)c1ccccc1 (some centres undefined)	101	7	1.9	0	108	2	2	6	11
31	Cc1ccc(-n2nc3ccc(N)cc3n2)cc1C	82	8	0.3	-9	71	0	3	13	-19
32	COc1ccc(C(=O)Nc2nnc(S(=O)(=O)Cc3ccc(F)cc3)s2)cc1	108	4	-0.1	-2	103	0	-3	1	-2
33	COc1ccccc1-n1c2c(cc(C(=O)N3CCC(C)CC3)c1=O)C(=O)CC(C)(C)C2	104	1	-0.1	4	104	0	1	0	28
34	COC(=O)c1cc(Br)ccc1NC(=O)Nc1ccccc1	103	5	-1.3	2	91	2	5	2	3
35	CNC(=S)Nc1ccc(Cc2ccncc2)cc1	90	5	1.0	6	99	1	-1	14	14
36	Fc1ccc2cnc(-c3ccccc3)c(-c3cc(C(F)(F)F)cc(C(F)(F)F)c3)c2c1	101	.	.	-2	110	3	.	.	-3
37	Cc1ccc2sc(NC(=O)CN3C(=O)c4ccccc4C3=O)nc2c1C	95	-2	0.7	2	98	5	-3	5	-13
38	CCCCn1c(SCc2nc(N)nc(Nc3ccccc3C)n2)nc2ccccc2c1=O	96	5	1.2	-5	96	0	-14	9	2
39	CC(C)NC(=O)CCCOc1ccc(Cl)cc1Cl	93	2	-0.9	1	94	0	-1	7	-3
40	Cc1ccc(C2=N/C(=C\c3cccs3)C(=O)N2Nc2ccccc2)cc1	88	-2	0.0	7	98	14	2	-8	1
41	CCC(=O)N1CCc2cc(S(=O)(=O)CCC(=O)NCc3ccc4c(c3)OCO4)ccc21	102	-2	-0.6	-2	102	3	2	4	4
42	C[C@H](NC(N)=O)C(=O)Nc1ccc(OCc2ccccc2)cc1	104	-2	-0.4	6	101	0	2	-4	24
43	Cc1nnc(SCC(=O)c2ccccc2F)n1Cc1ccccc1	85	1	-1.3	-3	102	1	1	4	2
44	COc1ccc(-c2onc(C)c2-c2cscn2)c(O)c1	101	1	-0.3	2	98	0	-1	7	31
45	Cc1cc(C)c(NC(=O)CN2CCN3CCCC3C2)c(C)c1 (centres undefined)	.	4	-0.2	2	95	0	2	2	0
46	O=C(O)Cc1nn(Cc2ccc(Cl)cc2)c(=O)c2ccccc12	104	3	-1.0	6	109	0	2	2	-4
47	Cc1nc(N(C)C)c2sc(=S)n(Cc3ccccc3)c2n1	92	6	0.8	2	92	0	3	3	16
48	COc1ccc(OC)c(Cc2nnc(CCC(=O)NC3CCCCCCC3)o2)c1	100	4	1.9	2	104	0	-2	5	17
49	COc1cc(OC)cc(C(=O)NC(C(=O)N2CCc3ccccc3C2)C(C)C)c1 (centres undefined)	99	4	-2.5	4	101	1	1	4	50*
50	O=C(Nc1ccccc1)N1CCN(c2nc3ccccc3s2)CC1	92	1	2.8	6	97	2	0	-3	8

# Complete entries as entered above. Screens in order: CIT2 TOR yeast | BCLXL inh | MEX-5 binding | GLD-1 TGE inh | AGP1 TOR yeast | GRK2 aptamer HTS | Fam108B inh | MCL1 BIM primary | VLA-4 inh
# Entry for Cc1cc(C)c(NC(=O)CN2CCN3CCCC3C2)c(C)c1 (centres undefined) = . | 4 | -0.2 | 2 | 95 | 0 | 2 | 2 | 0
# Entry for Cc1ccc(C2=N/C(=C\c3cccs3)C(=O)N2Nc2ccccc2)cc1 = 88 | -2 | 0.0 | 7 | 98 | 14 | 2 | -8 | 1

# (list continues)
entry	SMILES	CIT2 TOR yeast	BCLXL inh	MEX-5 binding	GLD-1 TGE inh	AGP1 TOR yeast	GRK2 aptamer HTS	Fam108B inh	MCL1 BIM primary	VLA-4 inh
51	Cc1c(C(=O)NCc2cccnc2)oc2c1C(=O)CC(C)(C)C2	104	3	-1.2	1	109	1	-3	6	4
52	CN1CCN(c2ccccc2NC(=O)c2ccc(N3CCCCC3)c([N+](=O)[O-])c2)CC1	95	4	-1.0	-1	103	0	5	6	1
53	Cc1ccc(Cl)cc1N(CC(=O)NC1CCCCC1)S(C)(=O)=O	94	-2	-1.3	-4	109	5	3	-5	0
54	c1nc(C2CCCCC2)cc2cc3c(cc12)OCO3	84	.	.	-2	88	3	.	.	-1
55	COc1ccc(OCC2CCNCC2)cc1	102	6	6.4	-1	97	0	-1	-1	-82
56	Cc1cc(C(=O)N2CCN(c3ccc([N+](=O)[O-])cc3)CC2)n[nH]1	102	7	-0.6	0	97	1	4	4	36
57	CC(C)N1CC(C(=O)Nc2ccccc2)CC1=O (centres undefined)	85	5	0.4	7	85	1	7	-2	3
58	O=C(COc1cccc(Oc2ccccc2)c1)Nc1ccc(SC(F)F)cc1	102	6	0.0	2	95	1	-22	9	5
59	Cc1nn(CC(=O)NC2CCCC2)c(C)c1[N+](=O)[O-]	94	-6	.	-3	107	0	.	1	5
60	CNCC(O)c1ccc(OC(=O)C(C)(C)C)c(OC(=O)C(C)(C)C)c1 (centres undefined)	85	4	.	4	91	2	1	-7	6
61	N#C/C(=C\c1cc(Cl)ccc1O)C(=O)NC1CCCCC1	113	3	-0.1	-7	109	2	5	7	-11
62	Cc1noc(C)c1CSc1ccccc1C(=O)OC(C)C(N)=O (centres undefined)	103	4	-1.5	6	98	1	-2	4	13
63	C=CCn1c(N)c(-c2nc3ccccc3n2C)sc1=S	95	7	-2.9	-5	93	2	-4	7	-33
64	CC(=O)c1sc(NC(=O)CCNC(=O)c2ccco2)nc1-c1ccccc1	94	1	-3.6	5	98	2	1	-13	7
65	O=C(Nc1ccc([N+](=O)[O-])cn1)c1ccc(Br)o1	94	5	2.2	5	90	1	1	-1	7
66	O=[N+]([O-])c1ccc(O)c(/C=N/NC(=S)Nc2ccc(Cl)cc2Cl)c1	97	7	-0.3	10	98	0	43*	10	15
67	Cc1ccc(OCC(=O)Nc2cccc(C)n2)c(C)c1	87	-4	0.9	-2	86	6	-1	-10	8
68	S=c1[nH]nc(Cc2ccc(Cl)cc2)n1-c1ccc2c(c1)OCCO2	100	-17	-1.3	-1	102	3	-1	-11	10
69	Cc1cc(OCC(=O)NCCCN(C)C)cc(C)c1Br	98	3	-2.7	-9	91	0	7	1	12
70	O=[N+]([O-])c1ccc(S(=O)(=O)Nc2ccc3c(c2)OCCO3)cc1	108	15	-1.4	-2	96	0	0	11	1
71	O=C(O)c1cccnc1Sc1ccc(Br)cc1	100	-1	2.6	-1	100	0	1	-4	5
72	O=C(c1cnn2c(C(F)F)cc(C3CC3)nc12)N1CCc2ccccc2C1	95	4	-1.5	8	104	0	-1	1	24
73	O=C1NCCN1CCNS(=O)(=O)c1cc(C(F)(F)F)cc(C(F)(F)F)c1	110	0	5.6	3	105	0	-1	3	-6
74	O=C(COc1ccc(Cl)cc1Cl)NCc1ccco1	111	0	-1.0	6	114	0	-3	4	6
75	O=C(c1ccccc1)c1cnc(Nc2ccc(Cl)c(Cl)c2)s1	98	-1	0.3	5	98	0	-11	-2	-5
76	c1ccc(C2(c3ccccc3)OCC(Cn3cncn3)O2)cc1 (centres undefined)	102	9	-1.2	0	100	1	-2	6	5
77	Cc1cc(C)cc(OCC(=O)NNC(=S)NC(=O)C2CC2)c1	107	4	-1.9	-3	103	0	0	8	47
78	COc1cc(/C=C/c2cc[n+](C)cc2)ccc1OCC(=O)Nc1ccc(Cl)c(Cl)c1	78	-11	-0.2	-15	81	0	-3	-24	-2
79	CC(=O)c1cccc(NC(=O)c2cc(C)no2)c1	97	4	1.3	4	103	0	-3	3	-10
80	Cc1cccc2[nH]c(SCC(=O)O)nc12	103	-5	-1.7	6	102	3	2	-6	5
